Screening results: PubChem, National Center for Advancing Translational Sciences (NCATS)
POLK inh – qHTS for Inhibitors of Polymerase Kappa. DNA polymerase kappa (Homo sapiens), Q9UBT6. purified Pol kappa, fluorescent DNA synthesis assay, 10 min. Potency, µM (series often up to 107 µM), inactives show top-dose activity, negative = inhibition, most hits filed as inhibitors. 0.53% of 400,000 active. AID 588579, 2011; further: potency means the concentration at half of the fitted maximal effect; on the % scale 0 is the no-effect control and ±100 the full control effect
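Inhibition of 10 nM Pol kappa is measured by a fluorescent read-out at 0 and 10 min following addition of 50 nM substrate (final), with a 15-min room-temperature compound preincubation.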
Pol eta inh – qHTS for Inhibitors of Polymerase Eta; DNA polymerase eta (Homo sapiens), Q9Y253; recombinant Pol eta, fluorescent DNA replication assay; Potency, µM (doses to about 114 µM), for the others: at the top dose activity change, negative = inhibition, actives largely listed as inhibitors; 1.2% of 390,000 active; further: potency means the concentration at half of the fitted maximal effect; on the % scale 0 is the no-effect control and ±100 the full control effect
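Pol eta (10 nM) was preincubated with compounds for 15 min at room temperature, after which fluorescent replication substrate (50 nM final) was added to start the reaction. Fluorescence was read kinetically at 0 and 10 min.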
APE1 inh – qHTS Assay for Inhibitors of the Human Apurinic/apyrimidinic Endonuclease 1 (APE1); DNA repair nuclease/redox regulator APEX1 (Homo sapiens), P27695; recombinant APE1, TAMRA/BHQ-2 abasic DNA cleavage fluorescence; Potency, µM (doses to about 65.8 µM), inactives show at the highest dose activity change, negative = inhibition, actives largely listed as inhibitors; 0.35% of 350,000 active;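 further: potency means the concentration at half of the fitted maximal effect; plate controls were vehicle for no effect and reference inhibitor for full effect; nearly all actives have a fitted effect of over 55% in size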
Target sequence (P27695 whole entry, looked up): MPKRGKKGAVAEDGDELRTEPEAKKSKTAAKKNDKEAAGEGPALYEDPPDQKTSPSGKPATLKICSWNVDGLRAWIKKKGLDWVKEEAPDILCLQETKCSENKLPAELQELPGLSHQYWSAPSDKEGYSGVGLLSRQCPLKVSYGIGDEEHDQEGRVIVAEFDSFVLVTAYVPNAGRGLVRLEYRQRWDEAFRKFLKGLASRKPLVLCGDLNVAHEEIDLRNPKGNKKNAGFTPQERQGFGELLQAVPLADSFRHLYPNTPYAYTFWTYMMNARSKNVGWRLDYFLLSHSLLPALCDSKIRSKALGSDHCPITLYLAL
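Activity was derived from the fluorescence gain between first and third kinetic reads (60 s intervals, ex 525/em 598 nm) after 50 nM THF-abasic TAMRA/BHQ-2 duplex was added to 0.75 nM APE1 preincubated 15 min with compound.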
BLM inh – qHTS Assay for Inhibitors of Bloom's syndrome helicase (BLM); RecQ-like DNA helicase BLM (Homo sapiens), P54132; recombinant BLM DNA unwinding, fluorescence dequenching; Potency, µM (titrated, usually from 56.1 µM), for inactives: at the top dose activity change, negative = inhibition, hits mostly inhibitors; 0.2% of 350,000 active;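 further: potency means the concentration at half of the fitted maximal effect; plate controls were vehicle for no effect and no enzyme for full effect; nearly all actives have a fitted effect of over 35% in size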
POLB inh – qHTS Assay for Inhibitors of DNA Polymerase Beta. Potency, µM (top dose mostly 114 µM), inactives show top-dose activity change, negative = inhibition, actives largely listed as inhibitors. 1.3% of 340,000 active. P06746. Pol beta primer extension/strand displacement, fluorescence kinetic; further: potency means the concentration at half of the fitted maximal effect; on the % scale 0 is the no-effect control and ±100 the full control effect
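Enzyme-only controls used 10 nM Pol beta; buffer lacking enzyme served as negative control. Compound preincubated 15 min, then 50 nM substrate added; 0 and 10 min reads at room temperature.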
RXFP1 antagonist – qHTS Assay for Antagonists of the Relaxin Receptor RXFP1. 0.59% of 350,000 active. activity change, negative = inhibition, % at 57.5 µM. HEK293-RXFP1, relaxin-stimulated cAMP HTRF, 30 min; stronger effect = lower value. Relaxin receptor 1 (Homo sapiens), Q9HBX9;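 active means activity change of -60% or lower, but not beyond a set lower limit; inconclusive means change between -60% and -40%, or beyond the set limit; inactive means change above -40%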; further: on the % scale 0 is the no-effect control and ±100 the full control effect
Target sequence (Q9HBX9 whole entry, looked up): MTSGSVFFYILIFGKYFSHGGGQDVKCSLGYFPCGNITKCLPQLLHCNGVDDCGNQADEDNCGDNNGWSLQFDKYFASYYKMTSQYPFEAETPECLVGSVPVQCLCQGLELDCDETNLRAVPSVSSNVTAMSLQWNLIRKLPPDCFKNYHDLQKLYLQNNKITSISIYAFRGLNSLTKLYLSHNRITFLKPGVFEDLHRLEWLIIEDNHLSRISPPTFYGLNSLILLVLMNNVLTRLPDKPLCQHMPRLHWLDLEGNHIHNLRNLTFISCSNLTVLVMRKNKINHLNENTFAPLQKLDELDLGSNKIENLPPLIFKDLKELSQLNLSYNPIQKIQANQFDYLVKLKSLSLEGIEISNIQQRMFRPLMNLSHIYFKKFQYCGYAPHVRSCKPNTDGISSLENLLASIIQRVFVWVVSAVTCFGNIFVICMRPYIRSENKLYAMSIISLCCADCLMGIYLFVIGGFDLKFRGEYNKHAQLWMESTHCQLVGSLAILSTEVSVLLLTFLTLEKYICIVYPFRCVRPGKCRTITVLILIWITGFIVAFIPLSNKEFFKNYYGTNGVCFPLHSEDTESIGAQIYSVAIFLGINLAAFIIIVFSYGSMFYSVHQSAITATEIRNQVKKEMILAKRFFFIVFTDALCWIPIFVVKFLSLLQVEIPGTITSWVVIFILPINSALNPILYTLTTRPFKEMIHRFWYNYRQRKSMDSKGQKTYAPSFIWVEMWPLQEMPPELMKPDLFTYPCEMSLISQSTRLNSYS
PGK inhibitor – qHTS Assay to Find Inhibitors of Phosphoglycerate Kinase; Potency, µM (top dose mostly 57.5 µM), for inactives: at the highest dose activity change, negative = inhibition, usual class: inhibitors; 0.043% of 380,000 active; AID 602233, 2012; PGK/GAPDH coupled, Kinase-Glo luminescence, 60 min; further: potency means the concentration at half of the fitted maximal effect; on the % scale 0 is the no-effect control and ±100 the full control effect; nearly all actives have a fitted effect of over 60% in size
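Recombinant glycosomal PGK reaction used 1,3-bisphosphoglycerate generated in-well by GAPDH (100nM final) in 100mM TEA pH 7.6, 5mM MgCl2, 0.01% Tween-20. After 60 minutes at room temperature, ATP was read by Kinase-Glo Plus luminescence end-point.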
Anesthetic bind – qHTS Assay for Identification of Novel General Anesthetics | Ferritin light chain (Equus caballus), P02791 | apoferritin/1-aminoanthracene competitive binding, fluorescence | Potency, µM (highest dose often 77.5 µM), for the others: at the highest dose activity change, negative = displacement, most hits filed as inhibitors | 0.074% of 350,000 active; further: potency means the concentration at half of the fitted maximal effect; on the % scale 0 is the no-effect control and ±100 the full control effect; nearly all actives have a fitted effect of over 20% in size
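Apoferritin-based anesthetic binding model; compound displacement of fluorescent 1-AMA measured as endpoint fluorescence after 10 minutes at room temperature, scaled to free-ligand and complex controls.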
Pol iota inh – qHTS for Inhibitors of Polymerase Iota; DNA polymerase iota (Homo sapiens), Q9UNA4; Pol iota fluorescent replication assay, 10 min; Potency, µM (titrated, usually from 115 µM), for the others: top-dose activity, negative = inhibition, hits mostly inhibitors; 1% of 390,000 active; AID 588590, 2011; further: potency means the concentration at half of the fitted maximal effect
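Pol iota at 10 nM preincubated 15 min with compounds at room temperature; reaction started with fluorescent substrate, 50 nM final. Fluorescence read kinetically at 0 and 10 min; buffer-only wells as negative control.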
An asterisk follows results filed as active; i = inactive; ? = inconclusive; · = no result given; & = joins results of further samples; [ ] = remark or other dose. Unless noted, the call rests on the fitted dose curve; in most records, active means well fitted curve in the direction sought with a large enough effect; inconclusive means small, poorly fitted or top-dose-only effect, or another doubt; inactive means no such curve, though single readings can be large; an effect the other way counts as inactive or inconclusive.

Below each SMILES: POLK inh, Pol eta inh, APE1 inh, BLM inh, POLB inh, RXFP1 antagonist, PGK inhibitor, Anesthetic bind, Pol iota inh
> CN(C)c1ccc(-c2c(C3C4C=CCCC4(C)C(=O)N3Cc3ccccc3)ccc3ccccc23)cc1 (stereo not drawn)
    -10%, ·, -1%, -3%, ·, ·, ·, 0%, -9%
> CN(c1ccc(C(=O)N/N=C/c2cccc([N+](=O)[O-])c2)cc1)S(=O)(=O)c1ccccc1
    -3%, -3%, 25%, -1%, 12%, -27, -4%, ?, 11%
> CCOC(=O)c1c(C)c2c(=O)[nH]cnc2n1-c1ccccc1
    0%, 0%, 31%, -2%, 12%, 5, ·, 7%, -20%
> O=C(Cn1cc(S(=O)(=O)Cc2ccc(F)cc2)c2ccccc21)NCc1ccccc1Cl
    -8%, -22%, ·, -1%, ?, -19, i, 25%, ?
> Brc1ccc(-c2nnc3sc(CN4CCc5ccccc5C4)cn23)cc1
    -2%, 7%, ·, ·, ·, 11, i, ·, 54%[activator]
> Cc1cc(C)c2c(n1)SCC(=O)N2CC(=O)Nc1cccc(Cl)c1
    6%, -4%, 20%, 0%, -1%, 5, -4%, -14%, 20%
> CCOC(=O)c1cc(C)sc1NC(=O)CN1CCN(C(=O)c2ccco2)CC1
    -11%, -8%, 25%, -16%, 18%, -2, -8%, -7%, 9%
> Cc1cc(C)c2c(n1)nn1c(N3CCN(c4ccccn4)CC3)cc(C)nc21
    ·, ·, 2%, -10%, 0%, ·, ·, 10%, ·
> CCOC(=O)C(C)N1N=C(/C=C/c2ccc(OC)cc2)CCC1=O (stereo not drawn)
    -10%, -11%, 0%, -4%, 24%, 0, -4%, ?, 11%
> COc1cccc(N(C(=O)Cn2nnc(-c3ccc(C)cc3)n2)C(C(=O)NC(C)(C)C)c2c[nH]c3ccccc23)c1 (stereo not drawn)
    -26%, -20%, -1%, -14%, 1%, -8, -4%, -10%, i
> CCn1cc(S(=O)(=O)c2ccc(C)cc2)c(=O)c2cc(F)c(N3CCCCCC3)cc21
    -5%, -18%, ·, -5%, 0%, -10, -7%, -7%, 7%
> CCN(CC)S(=O)(=O)c1ccc2oc(C(=O)N3CCOCC3)c(C)c2c1
    -11%, -1%, -4%, -8%, -4%, -3, -6%, -5%, 21%
> COc1ccc(S(=O)(=O)N2CCC(C(=O)NCc3ccco3)CC2)cc1
    -13%, -18%, 11%, 1%, -23%, 2, -1%, 0%, 6%
> COc1ccc(C(=O)C(=NNc2ccccc2)c2ccc(OC)cc2)cc1
    -4%, -12%, ·, ·, ·, -12, 0%, ·, 26%
> O=C(CCCn1c(=S)[nH]c2ccccc2c1=O)N1CCN(c2cccc(Cl)c2)CC1
    -3%, ?, 11%, -2%, ?, -89*, -7%, -8%, 14%
> Cc1ccc(CCCNC(=O)C2CCC(=O)N(Cc3cccc(F)c3)C2)cc1 (stereo not drawn)
    -9%, -6%, -3%, -1%, -21%, 10, 1%, -8%, 23%
> O=S(=O)(NCCNc1nccc(C(F)(F)F)n1)c1ccccc1
    -5%, -21%, 13%, -2%, 37%, -3, -9%, -5%, 91%[activator]
> CC(C)CN(C(=O)COC(=O)c1ccc2ccccc2n1)C1CCS(=O)(=O)C1 (stereo not drawn)
    5%, -16%, -6%, 1%, -10%, -3, 2%, -12%, 79%[activator]
> c1ccc(-c2n[nH]c3c2CCC3)cc1
    1%, -12%, -5%, -1%, 27%, -1, 5%, ?, 3%
> COc1cccc(CNC(=O)c2ccc3oc(=O)n(Cc4ccccc4)c3c2)c1
    -11%[60.1 µM], -18%, ·, -6%, 9%, ·, 6%, -15%, 15%
> CN(C)c1ccnc(Nc2ccccc2)c1C#N
    -3%, -7%, -2%, 4%, 1%, -9, i, 0%, 34%[activator]
> COc1ccc(OC)c(CCNC(=O)CCc2nnc3ccc(N4CCOCC4)nn23)c1
    13%, -11%, 6%, 0%, -1%, -6, i, -6%, 27%
> O=C(CN1CCOCC1)Nc1ccc(C2CCCCC2)cc1
    -4%, -13%, 2%, -1%, 8%, -24, 3%, ?, 4%
> COc1ccc(CNC(=O)CSc2nc3ccc(C)cc3[nH]2)cc1OC
    2%, -21%, 52%[activator], 5%, 0%, 0, -8%, 8%, 122%[activator]
> Cc1ccccc1C(=O)NNS(=O)(=O)c1cccc([N+](=O)[O-])c1
    0%, -25%, -3%, -2%, 63%, 0, -10%, -7%, 16%
> Cc1cc2c(cc1C)[n+](C)cn2CC(O)COCc1ccccc1 (stereo not drawn)
    3%, -1%, -4%, 5%, 0%, -9, -5%, -2%, 16%
> CS(=O)(=O)Nc1cccc(-c2nc(NCCN3CCOCC3)c3ccccc3n2)c1
    3%[60.1 µM], ·, -2%, -4%, ·, ·, ·, 0%, ·
> CCOc1ccc(NC(=O)C2CCN(S(=O)(=O)c3ccc4c(c3)CC(C)N4C(C)=O)CC2)cc1 (stereo not drawn)
    7%, 0%, 26%, -4%, 4%, 6, -1%, -5%, 26%
> CCN(Cc1ccccc1)C(=O)CCNS(=O)(=O)c1cc(Br)cnc1N
    -7%, -1%, -22%, -4%, 16%, -12, 4%, 4%, -6%
> CCOCCCNC(=S)N1CCN(c2nc(-c3ccccc3)cs2)CC1
    -17%, ?, -13%, -7%, 1%, 0, -2%, -1%, -9%
> COc1ccc(Cl)cc1NC(=O)CSc1nc(=O)[nH]c2c1CCCC2
    -5%[60.1 µM], -11%, ·, 1%, 57%, 2, 4%, -10%, -1%
> CCOC(=O)C1CCN(C(=O)c2ccc3snnc3c2)CC1
    1%, -9%, -3%, 2%, 13%, 11, -3%, 2%, 6%
> CN(C)CCn1c2c(c(SCC(=O)N3CCc4ccccc43)nc1=O)CCCC2
    -4%, 0%, 43%, ·, ·, -5, i, ·, 65%[activator]
> COc1ccc(OCCOCCN2CCOCC2)cc1
    -3%, 2%, 3%, 1%, 2%, -5, ·, 2%, -4%
> Nc1nonc1C(=O)NCCN=Cc1ccccc1O
    -5%, 6%, 15%, -5%, 21%, -6, 0%, -8%, 1%
> COc1ccnc2c1c(=O)n(Cc1cccc(F)c1)c(=O)n2C
    4%, -3%, 9%, -2%, 26%, 8, i, ?, 5%
> C#CCOc1ccc(-c2nnc(Nc3ccc(NC(C)=O)cc3)c3ccccc23)cc1
    8%, -21%, ·, -4%, -2%, ·, 7%, 57%[activator], 49%[activator]
> Nc1nc(-c2ccccc2)c(CCCOc2ccc(NC(=O)CBr)cc2)c(=O)[nH]1
    0%, ?, ·, ·, ·, -15, i, ·, -17%
> c1cncc(-c2nnc3n2C2(CCCCC2)Cc2ccccc2-3)c1
    -4%, -13%, -2%, -2%, 29%, 10, -2%[11.5 µM], -9%, 9%
> CN(CC(=O)Nc1ccc(Cl)c(C(F)(F)F)c1)C(=O)C1(c2ccccc2)CC1
    -9%, -28%, 18%, ·, ·, -39, i, ·, 10%
> COc1ccc(C(C)=O)cc1COC(=O)C1CC(=O)N(Cc2ccccc2)C1 (stereo not drawn)
    -10%, -10%, 8%, -2%, 2%, -1, -4%, -6%, 34%[activator]
> CC(C)(C)OC(=O)N1CCCC1C(=O)NC1COC2CC(n3cc(F)c(=O)[nH]c3=O)OC12 (stereo not drawn)
    16%, ·, 1%, -3%, ·, ·, ·, -4%, -2%
> COc1ccc(-c2nc(Cn3c(SCc4ccccc4F)nc4cccnc43)c(C)o2)cc1
    -6%, -26%, ·, -5%, -17%, 6, -7%, -3%, 22%
> COc1ccc(CNCCSc2nnnn2-c2ccccc2)c(OC)c1
    -14%, ?, ·, -12%, -1%, -1, -5%, 7%, 8%
> N#C/C(=C\c1ccc(-c2ccc(C(=O)O)cc2)o1)c1nc2ccccc2[nH]1
    ?, 28µM*, ?, -13%&-18%, ?, -12&7, -2%&-1%, 0%&62%, 32µM*
> Clc1ccc2[nH]c3c(c2c1)CCc1cn[nH]c1-3
    -10%, -10%, -5%, -5%, -2%, -2, -1%, ?, 2%
> CC(=O)c1c(C)[nH]c(C(=O)NCC2CCCCC2)c1C
    7%, -4%, 8%, 0%, 4%, -3, -5%, -8%, 19%
> CC1=CC=CC2=NC(=O)CC(C)(C(=O)N(CC(=O)NC3CCCC3)c3ccc(F)cc3)N12 (stereo not drawn)
    4%, -21%, 0%, -2%, 33%, -2, -5%, 4%, 136%[activator]
> Cc1nnc(NC(=O)CSc2nc3[nH]ncc3c(=O)[nH]2)s1
    -5%, -5%, -5%, -1%, 2%, 16, 1%, 3%, -11%
> CCOC(=O)C1=C(C)N=c2s/c(=C\c3ccncc3)c(=O)n2C1c1ccc2c(c1)OCO2 (stereo not drawn)
    -7%, -15%, -9%, -8%, 1%, -8, -1%, ?, 7%
> CCOc1ccccc1C(=O)NC(C(=O)Nc1cccnc1)C(C)C (stereo not drawn)
    -14%, -13%, -2%, -14%, 10%, -4, 2%, -11%, 0%

Two compounds picked at random from those above, as already listed:
Below each SMILES: POLK inh, Pol eta inh, APE1 inh, BLM inh, POLB inh, RXFP1 antagonist, PGK inhibitor, Anesthetic bind, Pol iota inh
> CN(CC(=O)Nc1ccc(Cl)c(C(F)(F)F)c1)C(=O)C1(c2ccccc2)CC1
    -9%, -28%, 18%, ·, ·, -39, i, ·, 10%
> COc1ccc(CNCCSc2nnnn2-c2ccccc2)c(OC)c1
    -14%, ?, ·, -12%, -1%, -1, -5%, 7%, 8%

A portion of the library; the hit share may differ from the screen's.
